UTI89 phage lysis = inhibition of K1F phage lysis, E. coli UTI89, bacterial capsule biogenesis inhibitors, alamar blue (AID 488966); E. coli UTI89 K1F phage lysis, alamar blue, 2 h; higher % means a stronger effect; one-dose inhibition, % at 100 µM; IC50 in µM for titrated hits; hit rate 0.02% among 340,000;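 active = phage lysis inhibition, versus mean bacterial control, above a set limit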;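 note: capsule biogenesis inhibitors block K1F phage lysis so surviving cells raise fluorescence; higher fluorescence means more inhibition of phage lysis; actives were called in the ten point dose series up to 300 µM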
SIAH1 antagonists = Siah-1 peptide-binding antagonists, primary screen, biochemical, fluorescence polarization, rhodamine-plectin, uHTS (AID 1817) | Siah-1 / rhodamine-plectin peptide fluorescence polarization; higher % means a stronger effect | displacement, % at 20 µM, or IC50 in µM where a hit was titrated | hit rate 0.02% among 290,000;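 active = displacement of at least 50% at 20 µM, with a fluorescence ratio check between 0.3 and a set limit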;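 note: plate controls were Siah plus tracer with DMSO for no effect and tracer alone without Siah for full effect; strong numbers were not always called active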
Lipid droplet = hepatic lipid droplet formation modulation | AML12 mouse hepatocytes, oleate lipid droplets, BODIPY imaging | inhibition, % at 6.5 µM | hit rate 0.4% among 240,000;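 active = lipid droplet intensity inhibited by at least 50%, with more than 500 cells counted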
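System: AML12 hepatocytes (mouse). Probe or stimulus: oleic acid at 100 µM to induce lipid droplet formation. Times: overnight treatment with compound plus oleate. Detection: Image-based BODIPY and DAPI two-channel analysis. Evaluation: percent inhibition of filter-corrected integrated lipid droplet intensity per well.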
Lipid droplet cells 6.5 µM = recorded beside Lipid droplet, whose call it bears; cell count; measured here: cell count, cytotoxicity flag;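 cells counted across two imaged fields per well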
Numbers without * were called inactive; [ ] = another dose, or the depositor's remark.

Letters – A = UTI89 phage lysis; B = SIAH1 antagonists; C = Lipid droplet; D = Lipid droplet cells 6.5 µM
1	Cc1c(C(=O)N2CCOCC2)c(S(=O)(=O)Nc2cccc(Br)c2)c(C)n1C
  A = 0.1%	B = -9%	C = -95	D = 662

2	CCn1c(CNC(=O)c2cccc(C)c2)nnc1SCC(=O)NC1CCCC1
  A = 0.2%	B = 3%	C = -12	D = 787

3	CC(=O)NN1C(=O)/C(=C2/Sc3ccc(Cl)cc3N2C)SC1=S
  A = 0.2%	B = -6%	C = 7	D = 880

4	CN1CCCN(C(=O)c2ccc(Cl)cc2)CC1
  A = -0.1%	B = -1%	C = 6	D = 836

5	CCOC(=O)C1=C(COC(=O)/C=C/c2ccccc2Cl)NC(=O)NC1C (stereo not given)
  A = 0.2%	B = 6%	C = -1	D = 717

6	Cc1cccc(NC(=O)COC(=O)c2ccccc2SCC(=O)N2CCCC2)c1
  A = -0.2%	B = 12%	C = 3	D = 838

7	COc1ccc(C(=O)NC2=NCCS2)cc1
  A = 0.1%	B = 2%	C = 18	D = 764

8	Cc1cccc(NS(=O)(=O)c2ccc3oc(=O)ccc3c2)c1C
  A = 0.3%	B = -2%	C = -2	D = 764

9	CCn1cc(CN2CCC(n3nccc3NC(=O)Cc3ccccc3)CC2)c(C)n1
  A = 0.1%	B = -5%	C = -14	D = 772

10	Cc1cc(Cl)cc(C)c1OCCNCc1ccccc1
  A = -0.1%	B = 6%	C = -2	D = 799

11	COc1ccccc1NC(=O)CNC(=O)Cn1cnc2sc(C)c(C)c2c1=O
  A = 0.1%	B = 2%	C = 9	D = 681

12	CC(C)(C)c1ccc(CNC(=O)C2CCCN2C(=O)Nc2ccccc2)cc1 (stereo not given)
  A = -0.1%	B = 7%	C = -24	D = 810

13	CCOC(=O)c1cccc(NC(=O)CCCn2c(=O)c3cccn3c3cccnc32)c1
  A = 0.5%	B = -2%	C = -10	D = 701

14	CC(=O)Nc1ccc(S(=O)(=O)N2CCCC2C(=O)Nc2ccc(F)cc2)cc1 (stereo not given)
  A = 0.4%	B = 9%	C = 16	D = 723

15	CC(=O)OC1COC(n2c(O)c(N=NC(N)=S)c3ccccc32)C(OC(C)=O)C1OC(C)=O (stereo not given)
  A = 0.8%	B = -2%	C = 6	D = 822

16	CCOC(=O)Cn1ccc(NC(=O)COc2ccc(F)cc2)n1
  A = 0.0%	B = 1%	C = -10	D = 704

17	CC(C)(C)C(=O)CN1C(=O)NC2(CCCc3ccccc32)C1=O (stereo not given)
  A = 0.1%	B = -1%	C = 3	D = 826

18	Cc1csc(CN(C)C(=O)C2CCC(=O)N(CCCc3ccccc3)C2)n1 (stereo not given)
  A = 0.7%	B = 2%	C = -37	D = 699

19	Cc1ccc(CNC(=O)C2CCC(=O)N2C(C)C)cc1 (stereo not given)
  A = 0.0%	B = -1%	C = -6	D = 779

20	Cc1ccc(C2=NO[C@@](CC(=O)O)(C(=O)Nc3ccc4c(c3)OCCO4)C2)cc1
  A = 1.9%[50 µM]	B = 0%	C = 4	D = 689

21	CC1(C)CC(=O)C2=C(C1)Nc1ccccc1NC2c1cccc(F)c1 (stereo not given)
  A = -0.1%	B = -6%	C = 2	D = 835

22	COC(CNC(=O)C(=O)Nc1cc2c3c(c1)CC(=O)N3CCC2)OC
  A = 0.1%	B = 1%	C = -1	D = 778

23	CC1(C)CC(=O)C=C(Nc2ccccc2C#N)C1
  A = 0.7%	B = -1%	C = 0	D = 774

24	CN(C)S(=O)(=O)c1cccc(NC(=O)c2cccc(NS(=O)(=O)c3ccccc3)c2)c1
  A = 0.1%	B = 10%	C = 12	D = 813

25	COc1cc(NC(=O)C2CCN(c3cnccn3)CC2)cc(OC)c1
  A = 0.0%	B = -1%	C = -3	D = 807

26	CCCCNc1nc2c(c(=O)n(Cc3ccccc3)c(=O)n2C)n1C
  A = -0.4%	B = 0%	C = -7	D = 825

27	CCOC(=O)c1c(C)n(C)c2ccc(OCC(O)CNCCc3ccccc3)cc12 (stereo not given)
  A = 0.0%	B = -3%	C = 8	D = 828

28	S=C(Nc1cccnc1)NC1CC2CCC1C2 (stereo not given)
  A = 0.1%	B = 0%	C = -4	D = 711

29	CCCCn1c(SCC(=O)NC2CC2)nc2ccccc2c1=O
  A = -0.5%[50 µM]	B = 4%	C = 0	D = 836

30	C=CCOC(=O)C1=C(C)NC(=O)NC1c1cc2c(cc1Br)OCO2 (stereo not given)
  A = 0.1%	B = 2%	C = -4	D = 849

31	COc1cccc(NC(=O)CN2CCN(C(=O)c3ccco3)CC2)c1
  A = 2.0%[50 µM]	B = -2%	C = 5	D = 888

32	CC(C)OCCCNC(=O)c1cc(S(=O)(=O)N2CCCCC2)c[nH]1
  A = -1.4%	B = 6%	C = -5	D = 754

33	O=C1OC/C(=C(/O)c2ccc(Cl)cc2)C1=O
  A = 0.1%	B = 0%	C = -3	D = 836

34	Cc1ccc(/C=N/N(C)S(=O)(=O)c2ccc(C)cc2)cc1
  A = 0.0%	B = -3%	C = -4	D = 856

35	Brc1ccccc1/C=N/Nc1nc2ccccc2o1
  A = 0.6%	B = -1%	C = 16	D = 807

36	Cc1cc(C)cc(-n2ncc3c2CCCC3NC(=O)CN2CCCC2=O)c1 (stereo not given)
  A = 0.1%	B = -4%	C = -15	D = 638

37	Cc1ccc(N(C(=O)CCC(=O)Nc2ccccn2)C(C(=O)NC(C)C)c2ccc(F)cc2)cc1 (stereo not given)
  A = 0.2%	B = -3%	C = -26	D = 805

38	COc1cccc(CNC(=O)CCC(=O)N2CC(C)Oc3ccccc32)c1OC (stereo not given)
  A = -0.7%	B = -1%	C = 7	D = 798

39	CN1C(=O)c2ccccc2N(C)C1c1cccc(O)c1 (stereo not given)
  A = 0.9%	B = 6%	C = -23	D = 807

40	Cc1ccc(CNC(=O)c2ccc(CS(=O)(=O)c3ccccc3C)o2)cc1
  A = 0.0%	B = 9%	C = 5	D = 723

41	N#Cc1ccc(OS(=O)(=O)c2ccc(-c3ccon3)s2)cc1
  A = 0.8%[50 µM]	B = -5%	C = 7	D = 867

42	COc1ccc(C(C(=O)NCC2CCCO2)N(C(=O)Cn2nnc3ccccc32)c2ccccc2C(C)=O)cc1OC (stereo not given)
  A = 0.7%	B = 4%	C = 0	D = 740

43	COC(=O)c1sccc1S(=O)(=O)NCc1ccc(S(N)(=O)=O)cc1
  A = 1.4%	B = -2%	C = 0	D = 656

44	O=C(O)c1ccc(S(=O)(=O)N2CCCc3ccccc32)cc1
  A = 0.2%	B = 1%	C = 4	D = 814

45	O=C(CCN1C(=O)C2C3C=CC(C4CC34)C2C1=O)OCC(=O)c1ccccc1 (stereo not given)
  A = 0.0%[50 µM]	B = 0%	C = 0	D = 815

46	CCC(C(=O)N1CCC(N2CCCCC2)CC1)n1nc(C)c2sc3ccccc3c2c1=O (stereo not given)
  A = 0.2%	B = -1%	C = -18	D = 678

47	COc1ccc(C(=O)O/N=C(\N)c2cccc(C)c2)cc1OC
  A = 1.2%[50 µM]	B = -1%	C = 3	D = 623

48	Cc1ccn(S(=O)(=O)c2ccc3oc(=O)ccc3c2)n1
  A = 0.0%	B = 7%	C = -6	D = 762

49	CCN1CCN(S(=O)(=O)c2ccc(S(=O)(=O)NC3CC3)cc2)CC1
  A = 0.1%	B = -1%	C = 3	D = 842

50	COc1ccc(C)cc1NC(=O)CCS(=O)(=O)c1cc2c(cc1Cl)NC(=O)CO2
  A = 0.0%	B = 2%	C = 3	D = 696

Additional structures follow:
Letters – A = UTI89 phage lysis; B = SIAH1 antagonists; C = Lipid droplet; D = Lipid droplet cells 6.5 µM
51	CN(CC(=O)Nc1ccccc1Br)C(=O)CCC1CCCC1
  A = 0.9%[50 µM]	B = 3%	C = -47	D = 662

52	C/C(=N\NC(=O)c1cc(-c2cccc(OC(C)C)c2)nc2ccccc12)c1cccnc1
  A = 0.3%	B = 8%	C = -31	D = 840

53	COCCn1c(=O)[nH]c2cc(C(=O)N3CCN(c4cccc(Cl)c4)CC3)ccc2c1=O
  A = -0.2%	B = -4%	C = -2	D = 809

54	CCC(C)c1ccc(NC(=S)N2CCN(C(=O)C3CCCO3)CC2)cc1 (stereo not given)
  A = 1.3%[50 µM]	B = 13%	C = 11	D = 817

55	O=[N+]([O-])c1ccc2nc(C3CCCCC3)[nH]c2c1
  A = 1.3%	B = 8%	C = 8	D = 819

56	CCOC(=O)C1CCN(c2cc3c(cc2NC(=O)c2ccccc2OCC)n(C)c(=O)n3C)CC1
  A = -0.5%	B = -10%	C = 0	D = 717

57	CCOC(=O)c1ccc(NC(=O)N2C3CCCC2CC(NC(C)=O)C3)cc1 (stereo not given)
  A = 0.3%	B = 0%	C = -35	D = 774

58	Cc1cccc2c(=O)c(-c3ccc(Cl)cc3)c(NC(=O)c3ccco3)oc12
  A = 0.2%	B = 2%	C = -8	D = 716

59	COc1ccc(-n2c(SCC(=O)Nc3cc(C)on3)nc3c([nH]c4ccccc43)c2=O)cc1OC
  A = 0.0%	B = -3%	C = -34	D = 838

60	O=C(NC1CCCCC1)c1ccc2[nH]c(=O)c(=O)[nH]c2c1
  A = 0.7%	B = -5%	C = 12	D = 797

61	O=C(Nc1ccncc1)OCc1ccccc1
  A = 0.0%	B = 3%	C = 8	D = 822

62	CC1(C)CC2CC(C)(CN2Cc2cccc([N+](=O)[O-])c2)C1 (stereo not given)
  A = -0.5%	B = 8%	C = 0	D = 844

63	COc1cc(CCC(=O)Nc2c(C(=O)N3CCN(c4ccccc4)CC3)oc3ccccc23)on1
  A = 0.3%	B = 0%	C = 8	D = 725

64	O=C(N/N=C/c1c[nH]c2ccccc12)c1ccccc1Cl
  A = 2.4%[50 µM]	B = -6%	C = -17	D = 805

65	COc1ccc(C(=O)O/N=C(\N)c2ccccc2)cc1OC
  A = 1.3%[50 µM]	B = -1%	C = 18	D = 711

66	CC1(C)Cc2c(cnn2-c2cccc(F)c2)C(NC(=O)CCN2CCCC2=O)C1 (stereo not given)
  A = 0.1%	B = 0%	C = 3	D = 844

67	Cc1c(C(=O)N2CCN(c3ccc([N+](=O)[O-])cc3)CC2)sc2ncn(CC(=O)N3CCOCC3)c(=O)c12
  A = -0.2%	B = -7%	C = -2	D = 807

68	CC(C)(C)NC(=O)c1cc(NC(=O)c2cccs2)cc(NC(=O)c2cccs2)c1
  A = 1.0%	B = 0%	C = 7	D = 763

69	O=C(CNc1cccc([N+](=O)[O-])c1)NCCCc1ccccc1
  A = 0.1%	B = 0%	C = 7	D = 786

70	Cc1ccc(SCC(=O)NC2CC2)cc1
  A = 0.1%	B = 8%	C = -1	D = 847

71	O=C(CSc1n[nH]c(-c2ccncc2)n1)Nc1ccc(Cl)cc1
  A = 0.1%	B = 4%	C = -3	D = 793

72	Cc1ccc(NC(=O)CCNS(=O)(=O)c2ccc3c(c2)CCC(=O)N3)cc1C
  A = 0.1%	B = -4%	C = -7	D = 692

73	COc1cc2c(cc1OC)CN(C1CCC(C)CC1)CC2 (stereo not given)
  A = -2.1%	B = -3%	C = -2	D = 864

74	COc1ccccc1N1CCN(C(=O)c2cn(C)c3ccc(S(=O)(=O)N4CCOCC4)cc3c2=O)CC1
  A = 0.1%	B = 0%	C = -23	D = 722

75	Cc1ccc(-n2nc3c(N4CCC(C(=O)N5CCCCCC5)CC4)nnc(C)c3c2C)cc1
  A = 0.2%	B = -4%	C = 4	D = 730

Overlap with the part before: three entries, followed by the next part.
Letters – A = UTI89 phage lysis; B = SIAH1 antagonists; C = Lipid droplet; D = Lipid droplet cells 6.5 µM
73	COc1cc2c(cc1OC)CN(C1CCC(C)CC1)CC2 (stereo not given)
  A = -2.1%	B = -3%	C = -2	D = 864

74	COc1ccccc1N1CCN(C(=O)c2cn(C)c3ccc(S(=O)(=O)N4CCOCC4)cc3c2=O)CC1
  A = 0.1%	B = 0%	C = -23	D = 722

75	Cc1ccc(-n2nc3c(N4CCC(C(=O)N5CCCCCC5)CC4)nnc(C)c3c2C)cc1
  A = 0.2%	B = -4%	C = 4	D = 730

76	O=C(CSc1ncccn1)NC1CCS(=O)(=O)C1 (stereo not given)
  A = -0.5%[50 µM]	B = 0%	C = 0	D = 751

77	CCN(CC)S(=O)(=O)c1ccc(OCC(=O)NC(=O)c2ccccc2OC)c([N+](=O)[O-])c1
  A = 0.1%	B = -3%	C = -2	D = 895

78	O=C(c1ccoc1)N1CCCC(N2CCN(c3cccc(Cl)c3)CC2)C1 (stereo not given)
  A = 0.1%	B = 6%	C = 2	D = 687

79	COc1cc(OC)cc(C(=O)NCCSc2c[nH]c3ccccc23)c1
  A = -0.1%	B = 12%	C = -1	D = 670

80	CSc1ncc(C(=O)NCCCc2ccccc2)c(C)n1
  A = 1.0%[50 µM]	B = 2%	C = -14	D = 785

81	CC(C)c1nc2cc(C(=O)N(C)Cc3ccc(F)cc3)ccc2o1
  A = 0.2%	B = 7%	C = -7	D = 673

Results in sequence from the entries so far:
Compounds 28–36 in Lipid droplet: -4, 0, -4, 5, -5, -3, -4, 16, -15

An excerpt; rates above refer to the full screens.
